PLK1 PBD inh – inhibitors of human Plk1 polo box domain binding; inhibition, %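 (tested at about 20 µM)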; AID 693; Plk1 PBD phosphopeptide binding, fluorescence polarization; 97,000 tested, 0.13% active; in the data active means inhibition above about 34%, passing the limit was not always enough
Target sequence (P53350 whole entry, looked up, the tested form may be a part): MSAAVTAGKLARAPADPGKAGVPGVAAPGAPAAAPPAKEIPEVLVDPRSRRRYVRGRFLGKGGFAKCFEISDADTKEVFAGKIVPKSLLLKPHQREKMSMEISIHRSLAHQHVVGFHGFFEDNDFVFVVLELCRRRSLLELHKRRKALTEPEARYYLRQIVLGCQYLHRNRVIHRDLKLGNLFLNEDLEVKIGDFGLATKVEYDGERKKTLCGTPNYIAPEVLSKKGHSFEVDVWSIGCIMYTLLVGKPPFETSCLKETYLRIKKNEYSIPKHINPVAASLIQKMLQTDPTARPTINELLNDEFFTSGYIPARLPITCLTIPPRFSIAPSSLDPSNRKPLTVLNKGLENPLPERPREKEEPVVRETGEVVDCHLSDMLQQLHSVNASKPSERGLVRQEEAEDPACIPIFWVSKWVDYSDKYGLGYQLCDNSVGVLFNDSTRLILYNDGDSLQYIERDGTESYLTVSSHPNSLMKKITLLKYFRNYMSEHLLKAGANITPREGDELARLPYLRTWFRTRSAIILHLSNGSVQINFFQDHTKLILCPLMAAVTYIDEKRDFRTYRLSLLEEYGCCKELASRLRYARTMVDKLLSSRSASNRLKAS
CYP2C19 inhib – inhibitors of human CYP2C19; P33261; CYP2C19 Supersomes, luciferin-H EGE luminescence, 30 min; inhibition, % at 5 µM; 96,000 tested, 21% active;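 active means CYP2C19 inhibition above a set limit at 5 µM in the primary screen, cut at about 50% in these data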;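 further: plate controls were negative control wells for no effect and 2.5 mM tranylcypromine positive control for full effect; values of inactives mirror those of a sister screen read the other way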
CYP2C9 act – activators of human CYP2C9; AID 1024; P11712; 96,000 tested, 1.4% active; activation factor at 5 µM; recombinant CYP2C9, luciferin-H conversion, luminescence; hits give high values; factor 1 = untreated enzyme, 0 = blocked;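 active means activation factor of 2 or more for CYP2C9 at a 5 µM dose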;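 further: 0 = sulfaphenazole-blocked wells and 1 = vehicle-only wells; values of inactives mirror those of a sister screen read the other way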
Target sequence (P11712 whole entry, looked up): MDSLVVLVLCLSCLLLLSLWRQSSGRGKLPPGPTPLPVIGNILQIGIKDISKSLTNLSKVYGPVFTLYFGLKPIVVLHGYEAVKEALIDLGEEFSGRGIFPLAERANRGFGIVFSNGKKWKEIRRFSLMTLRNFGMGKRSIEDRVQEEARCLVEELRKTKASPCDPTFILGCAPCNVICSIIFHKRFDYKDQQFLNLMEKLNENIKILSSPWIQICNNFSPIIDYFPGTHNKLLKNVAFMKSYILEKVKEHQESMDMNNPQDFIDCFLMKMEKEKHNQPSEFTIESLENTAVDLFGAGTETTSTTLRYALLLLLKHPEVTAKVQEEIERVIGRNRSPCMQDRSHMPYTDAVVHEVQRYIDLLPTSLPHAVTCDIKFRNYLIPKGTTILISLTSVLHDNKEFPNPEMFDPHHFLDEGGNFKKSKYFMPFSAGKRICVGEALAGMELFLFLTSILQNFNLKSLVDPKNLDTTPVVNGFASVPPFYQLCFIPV
PLK1 kinase inh – PLK1 (human) kinase inhibition; recombinant PLK1 kinase, TR-FRET peptide phosphorylation; inhibition, % at 10 µM; 97,000 tested, 0.53% active; AID 619;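 active means inhibition of 50% or more in the single-concentration screen; inactive means inhibition below 50%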;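 further: 0% = DMSO max control and 100% = H-89 dihydrochloride min control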
CYP2C9 inhib – human CYP2C9 inhibition. 96,000 tested, 20% active. AID 777. CYP2C9 Supersomes, luciferin-H conversion, luminescence. P11712. inhibition, % at 5 µM;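 active means blocking of liver enzyme CYP2C9 beyond about 50% at 5 µM, limit read from the data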; further: values of inactives mirror those of a sister screen read the other way
HIV Rev-RRE inh – HIV Rev-RRE protein-RNA interaction inhibition | 97,000 tested, 0.79% active | AID 704 | inhibition, % at 8 µM | Rev peptide-RRE RNA binding, FRET;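 active means inhibition above the screen-wide mean plus 3 SD, cut at about 35% in these data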;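 further: 0% = median DMSO wells and 100% = median Neomycin B control wells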
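Assay system: labelled RRE RNA duplex and labelled Rev peptide / Medium: HEPES pH 7.5 salt buffer with EDTA / Reagent: labelled Rev peptide / Schedule: 5 + 15 min at 25 °C / Signal: FRET, excitation 480 nm, emission 540 nm donor and 671 nm acceptor / Benchmarks: DMSO and neomycin B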
PLAP activator – activates human placental alkaline phosphatase; activation fold at 20 µM; 96,000 tested, 1.2% active; P05187; purified PLAP enzyme, luminescent substrate read-out; hits give high values; in the data active means activation fold above about 2
EphB4 ephrin blk – blocks human EphB4 binding to ephrin-B2; P54760; EphB4 LBD / TNYL-RAW-Alexa532 peptide, fluorescence polarization; inhibition, % at 7 µM; 97,000 tested, 0.15% active;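 active means inhibition above the screen-wide mean inhibition plus 3 SD, cut at about 15% in these data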;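 further: 0% = DMSO wells and 100% = excess unlabeled TNYL-RAW peptide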
CYP2C19 act – activators of human cytochrome P450 2C19; activation factor at 5 µM; 96,000 tested, under 10 active; recombinant CYP2C19, luciferin-H EGE luminescence; hits give high values; 0 = fully inhibited enzyme, 1 = untreated enzyme;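 active means activation factor of at least 2 at 5 µM in the primary screen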;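 further: 0 = wells with 2.5 mM tranylcypromine and 1 = vehicle-only wells; values of inactives mirror those of a sister screen read the other way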
Starred values were filed as active, the others as inactive.

`CCc1ccc(C(=O)Nc2nnn(CC)n2)cc1` gave PLK1 PBD inh -3, CYP2C19 inhib 46, CYP2C9 act 0.5, PLK1 kinase inh -6, CYP2C9 inhib 50*, HIV Rev-RRE inh 9, PLAP activator 1, EphB4 ephrin blk 8 and CYP2C19 act 0.5.
`CC(=O)Nc1ccc(C(=O)CSc2nnc3scc(-c4ccccc4)n23)cc1` gave PLK1 PBD inh 19, CYP2C19 inhib 34, CYP2C9 act 0.4, PLK1 kinase inh -3, CYP2C9 inhib 58*, HIV Rev-RRE inh 5, PLAP activator 0.8, EphB4 ephrin blk 4 and CYP2C19 act 0.7.
Screening Cc1cccc2c1Sc1ccccc1CC2=O returned PLK1 PBD inh 12, CYP2C19 inhib -2, CYP2C9 act 1, PLK1 kinase inh -11, CYP2C9 inhib -5, HIV Rev-RRE inh 5, PLAP activator 1, EphB4 ephrin blk -2 and CYP2C19 act 1.
Screening CC(C)CCn1c(SCC(=O)OCn2nnc3ccccc3c2=O)nc2ccccc2c1=O returned PLK1 PBD inh 3, CYP2C19 inhib 16, CYP2C9 act 0.6, PLK1 kinase inh -9, CYP2C9 inhib 36, HIV Rev-RRE inh 5, PLAP activator 0.9, EphB4 ephrin blk -1 and CYP2C19 act 0.8.
For CCc1c(C)nc2[nH]nc(-c3ccccc3C)n2c1=O the results were PLK1 PBD inh 6, CYP2C19 inhib 14, CYP2C9 act 0.7, PLK1 kinase inh -13, CYP2C9 inhib 35, HIV Rev-RRE inh 8, PLAP activator 1.1, EphB4 ephrin blk -9 and CYP2C19 act 0.9.
`CC1CCCCC12NC(=O)N(CC(=O)NC(=O)NCc1ccco1)C2=O` (stereo unspecified) gave PLK1 PBD inh -18, CYP2C19 inhib -15, CYP2C9 act 0.9, PLK1 kinase inh -11, CYP2C9 inhib 11, HIV Rev-RRE inh 2, PLAP activator 1.4, EphB4 ephrin blk 3 and CYP2C19 act 1.2.
`O=c1c2c([nH]c3ccccc13)C(=C1CCCC1)CC2` gave PLK1 PBD inh 7, CYP2C19 inhib 1, CYP2C9 act 0.9, PLK1 kinase inh -2, CYP2C9 inhib 6, HIV Rev-RRE inh 6, PLAP activator 1, EphB4 ephrin blk -1 and CYP2C19 act 1.
For Cc1ccc(Cn2c(=N)n(CC(O)c3ccco3)c3ccccc32)cc1 (stereo unspecified) the results were PLK1 PBD inh 27, CYP2C19 inhib 30, CYP2C9 act 1.1, PLK1 kinase inh -9, CYP2C9 inhib -6, HIV Rev-RRE inh 10, PLAP activator 1.8, EphB4 ephrin blk -7 and CYP2C19 act 0.7.
For O=C(Nc1ccc(Cl)cc1)OCc1cncs1 the results were PLK1 PBD inh -7, CYP2C19 inhib 98*, CYP2C9 act 0.1, PLK1 kinase inh -4, CYP2C9 inhib 89*, HIV Rev-RRE inh 2, PLAP activator 1, EphB4 ephrin blk -7 and CYP2C19 act 0.
CNCC(O)Cn1c(C(F)(F)F)nc2ccccc21 (stereo unspecified) was read as PLK1 PBD inh 3, PLK1 kinase inh -12, HIV Rev-RRE inh 7 and EphB4 ephrin blk 7.
Screening CC(=O)N(c1cccc(C)c1)C1SC(=O)N(c2ccccc2)C1=O (stereo unspecified) returned PLK1 PBD inh -10, CYP2C19 inhib 68*, CYP2C9 act 0.6, PLK1 kinase inh -5, CYP2C9 inhib 44, HIV Rev-RRE inh 4, PLAP activator 1.6, EphB4 ephrin blk 8 and CYP2C19 act 0.3.
For COc1cc(C(=S)N2CCCC2)ccc1OC(=O)c1ccc(Cl)cc1[N+](=O)[O-] the results were PLK1 PBD inh 11, CYP2C19 inhib 32, CYP2C9 act 1.6, PLK1 kinase inh -12, CYP2C9 inhib -59, HIV Rev-RRE inh -1, PLAP activator 1, EphB4 ephrin blk -7 and CYP2C19 act 0.7.
Screening COc1ccc(OCc2ccc(C(=O)O)cc2)cc1 returned PLK1 PBD inh -11, CYP2C19 inhib -5, CYP2C9 act 1.2, PLK1 kinase inh -10, CYP2C9 inhib -20, HIV Rev-RRE inh 12, PLAP activator 1.1, EphB4 ephrin blk 10 and CYP2C19 act 1.1.
Oc1ccccc1C=NC1=NN(c2cccc(C(F)(F)F)c2)CC1 was read as PLK1 PBD inh -7, PLK1 kinase inh -15, HIV Rev-RRE inh 0 and EphB4 ephrin blk -2.
For CCN(CC)CCN1C(=O)C(=O)/C(=C(/O)c2ccc(OC(C)C)cc2)C1c1ccncc1 (stereo unspecified) the results were PLK1 PBD inh 4, CYP2C19 inhib 15, CYP2C9 act 0.8, PLK1 kinase inh -22, CYP2C9 inhib 19, HIV Rev-RRE inh -2, PLAP activator 1, EphB4 ephrin blk 3 and CYP2C19 act 0.8.
For O=C1CC(c2ccco2)CC(O)=C1C=Nc1cc(Cl)ccc1O (stereo unspecified) the results were PLK1 PBD inh -35, CYP2C19 inhib 38, CYP2C9 act 0.3, PLK1 kinase inh 9, CYP2C9 inhib 73*, HIV Rev-RRE inh 3, PLAP activator 2.5*, EphB4 ephrin blk 1 and CYP2C19 act 0.6.
For Cc1nn(CCC(=O)NNC(=S)NCC(C)C)c(C)c1Br the results were PLK1 PBD inh -1, CYP2C19 inhib 63*, CYP2C9 act 0.1, PLK1 kinase inh -12, CYP2C9 inhib 91*, HIV Rev-RRE inh 6, PLAP activator 2.5*, EphB4 ephrin blk -4 and CYP2C19 act 0.4.
CSc1nc2n(n1)C(c1ccccn1)C1=C(CC(C)(C)CC1=O)N2 (stereo unspecified) was read as PLK1 PBD inh 9, CYP2C19 inhib -1, CYP2C9 act 1.1, PLK1 kinase inh -18, CYP2C9 inhib -6, HIV Rev-RRE inh 9, PLAP activator 0.9, EphB4 ephrin blk 8 and CYP2C19 act 1.
For CN(C(=O)COC(=O)C1c2ccccc2Oc2ccccc21)C1CCS(=O)(=O)C1 (stereo unspecified) the results were PLK1 PBD inh -13, CYP2C19 inhib 8, CYP2C9 act 1.1, PLK1 kinase inh -1, CYP2C9 inhib -6, HIV Rev-RRE inh 4, PLAP activator 0.8, EphB4 ephrin blk 10 and CYP2C19 act 0.9.
Screening Cc1cc(C)nc(SCc2nnc(SCC(=O)N3CCCc4ccccc43)n2C)n1 returned PLK1 PBD inh -22, CYP2C19 inhib 11, CYP2C9 act 1.5, PLK1 kinase inh -13, CYP2C9 inhib -50, HIV Rev-RRE inh 3, PLAP activator 1, EphB4 ephrin blk 4 and CYP2C19 act 0.9.

Filtered by structure, those above containing a CF3 group
CNCC(O)Cn1c(C(F)(F)F)nc2ccccc21 (stereo unspecified) was read as PLK1 PBD inh 3, PLK1 kinase inh -12, HIV Rev-RRE inh 7 and EphB4 ephrin blk 7.
Oc1ccccc1C=NC1=NN(c2cccc(C(F)(F)F)c2)CC1 was read as PLK1 PBD inh -7, PLK1 kinase inh -15, HIV Rev-RRE inh 0 and EphB4 ephrin blk -2.

Continued:
For O=C(C1CCN(S(=O)(=O)c2ccccc2)CC1)N1CCOCC1 the results were PLK1 PBD inh -4, CYP2C19 inhib 8, CYP2C9 act 0.9, PLK1 kinase inh -6, CYP2C9 inhib 6, HIV Rev-RRE inh 1, PLAP activator 0.8, EphB4 ephrin blk 4 and CYP2C19 act 0.9.
Cn1c(=O)c2c(nc(CN3CCOCC3)n2CC(O)CO)n(C)c1=O (stereo unspecified) was read as PLK1 PBD inh -4, CYP2C19 inhib -3, CYP2C9 act 1.1, PLK1 kinase inh -13, CYP2C9 inhib -7, HIV Rev-RRE inh 1, PLAP activator 0.8, EphB4 ephrin blk -3 and CYP2C19 act 1.
`Cc1c(Cl)cccc1NC(=O)C1NC(=O)CC1c1ccccc1` (stereo unspecified) gave PLK1 PBD inh 3, CYP2C19 inhib 81*, CYP2C9 act 0.5, PLK1 kinase inh -10, CYP2C9 inhib 46, HIV Rev-RRE inh -1, PLAP activator 1.2, EphB4 ephrin blk -8 and CYP2C19 act 0.2.
For CCCCc1cc(=O)oc2cc(OCC(=O)N3CCc4ccccc43)ccc12 the results were PLK1 PBD inh -17, CYP2C19 inhib 10, CYP2C9 act 0.8, PLK1 kinase inh -18, CYP2C9 inhib 16, HIV Rev-RRE inh 11, PLAP activator 0.8, EphB4 ephrin blk 4 and CYP2C19 act 0.9.
CCC(C)(C)NC(=O)C(OC(=O)c1ccco1)c1ccccc1OC (stereo unspecified) was read as PLK1 PBD inh -27, CYP2C19 inhib 64*, CYP2C9 act 0.6, PLK1 kinase inh -7, CYP2C9 inhib 38, HIV Rev-RRE inh 5, PLAP activator 1.2, EphB4 ephrin blk 2 and CYP2C19 act 0.4.
CCOCCn1c(C(C)C)nc2ccccc21 was read as PLK1 PBD inh -21, CYP2C19 inhib 16, CYP2C9 act 0.9, PLK1 kinase inh -7, CYP2C9 inhib 5, HIV Rev-RRE inh 8, PLAP activator 0.9, EphB4 ephrin blk 1 and CYP2C19 act 0.8.
For CCOC(=O)/C(C#N)=C/c1ccc(OC)c(OC)c1 the results were PLK1 PBD inh 15, CYP2C19 inhib 1, CYP2C9 act 0.7, PLK1 kinase inh -4, CYP2C9 inhib 29, HIV Rev-RRE inh 6, PLAP activator 1.1, EphB4 ephrin blk -4 and CYP2C19 act 1.
Screening O=C(Cn1c(C(F)(F)F)nc2ccccc21)Nc1ccccc1N1CCOCC1 returned PLK1 PBD inh 12, CYP2C19 inhib 38, CYP2C9 act 0.2, PLK1 kinase inh -11, CYP2C9 inhib 82*, HIV Rev-RRE inh -2, PLAP activator 1.9, EphB4 ephrin blk 0 and CYP2C19 act 0.6.
O=C1c2ccccc2C(=O)N1Cc1nc2ccccc2c(=O)n1CCN1CCOCC1 was read as PLK1 PBD inh -11, PLK1 kinase inh -13, HIV Rev-RRE inh 4 and EphB4 ephrin blk 2.
`NC(=O)c1ccsc1NC(=O)CSc1nc2ccccc2c(=O)n1CCCO` gave PLK1 PBD inh -16, CYP2C19 inhib 44, CYP2C9 act 0.4, PLK1 kinase inh -8, CYP2C9 inhib 58*, HIV Rev-RRE inh 3, PLAP activator 1.2, EphB4 ephrin blk -7 and CYP2C19 act 0.6.
Screening COC(=O)Cn1c(=O)cnc2ccccc21 returned CYP2C19 inhib -5, CYP2C9 act 1.1, CYP2C9 inhib -13, PLAP activator 0.9 and CYP2C19 act 1.1.
CCCn1cnc2c(c1=O)c1nc3ccccc3nc1n2Cc1ccccc1OC was read as PLK1 PBD inh -25, CYP2C19 inhib 9, CYP2C9 act 0.9, PLK1 kinase inh -23, CYP2C9 inhib 13, HIV Rev-RRE inh 1, PLAP activator 1, EphB4 ephrin blk 1 and CYP2C19 act 0.9.
`Cc1ccc2nc(CSc3nnc(-c4ccco4)n3-c3ccccc3)cc(=O)n2c1` gave PLK1 PBD inh -25, PLK1 kinase inh -9, HIV Rev-RRE inh -2 and EphB4 ephrin blk -1.
`O=S(=O)(/C=C/c1ccccc1)N1CCN(c2cccc(Cl)c2)CC1` gave PLK1 PBD inh -7, CYP2C19 inhib 93*, CYP2C9 act 0.2, PLK1 kinase inh -14, CYP2C9 inhib 76*, HIV Rev-RRE inh 3, PLAP activator 0.5, EphB4 ephrin blk 2 and CYP2C19 act 0.1.
For COc1ccc2sc(NC(=O)c3ccco3)nc2c1 the results were PLK1 PBD inh -19, CYP2C19 inhib 22, CYP2C9 act 0.8, PLK1 kinase inh -4, CYP2C9 inhib 22, HIV Rev-RRE inh 5, PLAP activator 1, EphB4 ephrin blk 4 and CYP2C19 act 0.8.
`Cc1ccc(/C=c2\s/c(=C(/C#N)C(=O)N3CCCC3)n(Cc3ccco3)c2=O)s1` gave CYP2C19 inhib 13, CYP2C9 act 0.8, CYP2C9 inhib 23, PLAP activator 1.5 and CYP2C19 act 0.9.

Random draw from the library; 29% or so of the library scored in one or more.
